Screening data (PubChem BioAssay)
Salmonella PhoP GFP – PhoP-dependent GFP reporter repression – Salmonella Typhimurium, primary screen (AID 1863). S. Typhimurium PhoP-regulated promoter GFP reporter, 4 h; higher % means a stronger effect. inhibition, % at 50 µM; hits with a dose series show IC50 in µM. actives 0.16% (n = 300,000);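 active means inhibition over 29.93%, a cutoff 3 SD above the screen mean, later confirmed by dose response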;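 further: 0% = low Mg2+ inducing control and 100% = high Mg2+ repressing control; strong numbers were not always called active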
GPR35 antagonists – inhibition of zaprinast-stimulated GPR35 beta-arrestin translocation – imaging, U2OS, beta-arrestin-GFP, zaprinast agonist, primary screen (AID 2058). actives 0.052% (n = 290,000). inhibition, % at 10 µM, or IC50 in µM where a hit was titrated. U2OS GPR35 beta-arrestin-GFP translocation imaging, zaprinast antagonism; higher % means a stronger effect;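 active means inhibition of at least 50% with at least 30 cells and total cytoplasm GFP at most 10,000,000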
Rac1 GTP hydrolysis – MgcRacGAP GTPase-activating activity inhibitors, confirmation, biochemical, ADP Hunter fluorescence | inhibition, % at 30 µM; hits with a dose series show IC50 in µM | actives 0.6% (n = 340,000) | AID 624330 | MgcRacGAP-stimulated Rac1 GTP hydrolysis, ADP Hunter fluorescence; higher % means a stronger effect; GST-tagged Rac1 F28L mutant substrate;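 active means first-screen hits whose inhibition reached a set limit at any dose in the follow-up dose series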;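 further: fluorescence reports GDP produced by GAP-driven GTP hydrolysis; strong numbers were not always called active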
Large T inhibition – TAg ATPase/helicase activity blockers – biochemical (AID 1903) | inhibition, % at 20 µM, or IC50 in µM where a hit was titrated | actives 0.39% (n = 310,000) | SV40 large T antigen ATPase/helicase inhibition assay; higher % means a stronger effect; in the data active means a potency from the dose series; further: strong numbers were not always called active
RSV CPE inhibition – RSV antiviral activity via CPE protection, HEp-2 cells, primary 10 µM value included (AID 2391) | one-dose CPE inhibition, % at 10 µM; IC50 in µM for titrated hits | HEp-2 cells, RSV-induced CPE inhibition; higher % means a stronger effect | actives 0.13% (n = 310,000); in the data active means a potency from the dose series; further: strong numbers were not always called active
GPR55 LPI antagonism – inhibition of LPI-stimulated GPR55 beta-arrestin translocation – imaging, U2OS, beta-arrestin-GFP, LPI agonist, primary screen (AID 2013). U2OS GPR55 beta-arrestin-GFP translocation imaging, LPI antagonism; higher % means a stronger effect. inhibition, % at 10 µM, or IC50 in µM where a hit was titrated. actives 0.13% (n = 290,000);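 active means spots per cell inhibited over 60%, with over 100 cells counted and total cytoplasm intensity under 500,000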;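 further: U2OS cells stably carrying GPR55 and arrestin-GFP stimulated by 5 µM LPI near EC80; imaged beta-arrestin-GFP aggregate spots per cell after agonist stimulation; plate controls were LPI-stimulated DMSO wells for no effect and DMSO wells without LPI for full effect; some results filed as inactive read as strong as hits; confirmed hits need IC50 under 10 µM and bright autofluorescent wells are also inconclusive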
Dengue-2 NS5 capping – flavivirus cap methylation enzyme inhibition – biochemical, confirmation dose response, primary screen (AID 588689); Dengue-2 NS5 methyltransferase capping enzyme assay, biochemical; higher % means a stronger effect; one-dose inhibition, % at 25 µM; IC50 in µM for titrated hits; actives 0.3% (n = 340,000); in the data active means a potency from the dose series
HIV fusion peptide – inhibitors of HIV fusion peptide binding, primary screen, biochemical, uHTS, fluorescence dequenching (AID 1986); one-dose inhibition, % at 20 µM; IC50 in µM for titrated hits; actives 0.3% (n = 290,000); cell-free peptide binding, fluorescence dequenching, 30 min; higher % means a stronger effect; in the data active means inhibition mostly above about 52%, no sharp cut-off; inactive means mostly below about 76%; further: some results filed as inactive read as strong as hits
UTI89 phage lysis – protection from phage-mediated lysis, alamar blue read-out – E. coli UTI89, K1F phage, bacterial capsule biogenesis inhibitors (AID 488966); E. coli UTI89 K1F phage lysis, alamar blue, 2 h; higher % means a stronger effect; one-dose inhibition, % at 100 µM; IC50 in µM for titrated hits; actives 0.02% (n = 340,000);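 active means phage lysis inhibition, versus mean bacterial control, above a set limit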;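 further: capsule biogenesis inhibitors block K1F phage lysis so surviving cells raise fluorescence; higher fluorescence means more inhibition of phage lysis; actives were called in the ten point dose series up to 300 µM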
An asterisk follows results filed as active; · = not tested or not shown; [ ] = dose if it differs, or a comment.

No.	SMILES	Salmonella PhoP GFP	GPR35 antagonists	Rac1 GTP hydrolysis	Large T inhibition	RSV CPE inhibition	GPR55 LPI antagonism	Dengue-2 NS5 capping	HIV fusion peptide	UTI89 phage lysis
1	O=C1CSC(c2ccc([N+](=O)[O-])cc2)N1Cc1ccccc1 (centres undefined)	-0.5%	7.8%	-2.1%	9.2%	3.1%	-19.0%	-2.3%	1.5%	-2.3%
2	Cc1ccc(NS(=O)(=O)c2ccc3c(c2)CCN3C(=O)CCC(=O)O)cc1Cl	7.7%	21.5%	10.7%	4.0%	-0.2%	7.5%	-5.2%	4.2%	0.0%
3	N#Cc1ccccc1Cn1c(=O)n(Cc2ccc(C(=O)NCc3ccco3)cc2)c(=O)c2sccc21	2.6%	-7.8%	4.5%	14.5%	2.1%	4.7%	-0.7%	4.6%	-2.0%
4	COC(=O)c1ccc(CSc2ncnc3sc(C)c(C)c23)o1	-13.4%	-5.9%	13.0%	3.2%	0.4%	19.4%	10.0%	-3.1%	-0.6%
5	CCOC(=O)/C(=N\Nc1ccccc1)c1csc(Nc2ccc(C)cc2)n1	-6.9%	10.9%	5.9%	-1.1%	11.1%	1.4%	4.5%	-2.1%	-1.4%
6	NS(=O)(=O)c1ccc(CNC(=S)NCc2ccc(F)cc2)cc1	9.1%	6.1%	13.1%	3.5%	-0.5%	0.6%	0.6%	0.3%	0.1%
7	Cc1csc(=Nc2cccnc2)n1Cc1ccco1	11.6%	0.6%	6.5%	6.7%	7.3%	1.5%	7.0%	-0.5%	0.2%
8	CC(C)Cc1ccc(CN2CCCC(NC(=O)Cn3cnnn3)C2)cc1 (centres undefined)	-6.3%	-1.0%	2.1%	18.9%	-0.4%	3.5%	-5.8%	-2.0%	0.4%
9	C[C@H](CCC(=O)O)[C@H]1CC[C@H]2[C@@H]3C(=O)C[C@@H]4CC(=O)CC[C@]4(C)[C@H]3CC(=O)[C@]12C	-4.2%	4.4%	4.6%	6.0%	-0.4%	2.1%	-6.6%	0.9%	1.1%
10	COc1ccc(C(=O)NCCCc2ccccc2)cc1OC	-3.9%	-8.1%	2.9%	-2.7%	1.7%	3.0%	-14.0%	1.2%	0.4%

Some entries already given, reduced to Large T inhibition.
#	smiles	Large T inhibition
3	N#Cc1ccccc1Cn1c(=O)n(Cc2ccc(C(=O)NCc3ccco3)cc2)c(=O)c2sccc21	14.5%
4	COC(=O)c1ccc(CSc2ncnc3sc(C)c(C)c23)o1	3.2%

Remaining list, next part.
No.	SMILES	Salmonella PhoP GFP	GPR35 antagonists	Rac1 GTP hydrolysis	Large T inhibition	RSV CPE inhibition	GPR55 LPI antagonism	Dengue-2 NS5 capping	HIV fusion peptide	UTI89 phage lysis
11	CCCCCCSc1nsc(NC(C)=O)n1	-8.1%	-9.4%	12.9%	3.3%	0.2%	-17.3%	-3.2%	1.9%	2.1%
12	Cc1ccc(C)c(NC(=O)Cn2cc(C(=O)C3CC3)c3ccccc32)c1	0.5%	-12.6%	4.8%	-1.3%	6.3%	-5.8%	-5.7%	-0.3%	0.2%
13	COC(=O)C1=C(N)Oc2cc(C)n(CCN3CCOCC3)c(=O)c2C1c1cccnc1 (centres undefined)	6.5%	7.9%	7.0%	7.9%	1.0%	0.7%	-8.1%	3.0%	-0.2%
14	O=C(C[C@H]1C(=O)N(CCc2ccccc2)C[C@@H]1Cc1ccccc1)Nc1ccccc1	·	-0.4%	-3.6%	20.0%	2.4%	3.0%	-5.6%	-0.6%	-1.1%
15	COc1ccc([N+](=O)[O-])cc1/C=N/NC(=O)c1nonc1N	3.1%	-1.5%	3.0%	22.4%	0.2%	6.8%	-6.7%	-0.3%	3.2%
16	COc1ccc2nc(/C=N/NC(=O)CCCCCNC(=O)OC(C)(C)C)ccc2c1	8.3%	9.8%	5.1%	6.7%	6.3%	-2.7%	-0.8%	-1.7%	1.5%
17	CCn1c2ccccc2c2cc(/C=N/O)ccc21	-4.0%	8.0%	8.7%	21.7%	-3.5%	9.2%	-10.9%	-1.4%	-1.5%
18	CN1CCN(S(=O)(=O)c2ccc(NC(=O)c3ccco3)cc2)CC1	3.3%	7.6%	13.6%	-1.9%	-0.4%	10.2%	2.8%	1.6%	0.9%
19	COc1cc(CNS(=O)(=O)c2ccc3c(c2)CC(C)N3C(=O)C2CCC2)cc(OC)c1OC (centres undefined)	8.1%	6.1%	2.9%	8.8%	-1.8%	-7.8%	-8.5%	0.7%	-0.1%
20	O=C(Cc1cccs1)N(Cc1ccco1)C1(C(=O)NC2CCCCC2)CCCCC1	-1.9%	-1.0%	3.4%	12.6%	9.0%	6.9%	0.0%	92.0%	0.0%

No.	SMILES	Salmonella PhoP GFP	GPR35 antagonists	Rac1 GTP hydrolysis	Large T inhibition	RSV CPE inhibition	GPR55 LPI antagonism	Dengue-2 NS5 capping	HIV fusion peptide	UTI89 phage lysis
21	Cc1cc(C)nc(NC(=O)c2cnc3sccn3c2=O)n1	-8.0%	-15.4%	4.5%	0.6%	2.8%	10.7%	-1.4%	-1.4%	-0.6%
22	CC(=O)NNC(=O)c1cc2c3ccccc3n(C)c2s1	3.8%	-2.2%	5.2%	5.1%	5.0%	0.9%	-12.7%	-1.0%	0.8%
23	O=C(NCC(c1ccco1)N1CCc2ccccc21)C(=O)Nc1ccccc1 (centres undefined)	3.2%	·	5.2%	21.4%	2.0%	·	-7.2%	·	1.2%[50 µM]
24	N#Cc1c(N)nc2c3c(sc(=N)c2c1N)NC(=O)CC3c1ccccc1Cl (centres undefined)	-5.8%	5.6%	2.7%	-2.0%	1.3%	13.4%	-7.8%	-1.1%	2.3%
25	O=C(NNC(=O)c1cc(-c2ccccc2)nn1-c1ccccc1)c1ccccc1	-13.4%	9.1%	6.7%	15.9%	2.4%	7.2%	0.0%	-1.9%	3.2%
26	Cc1cc2nc3c(c(C(F)(F)F)n2n1)CCCC3	3.2%	3.5%	-4.7%	3.2%	4.1%	14.0%	-0.8%	0.2%	-0.4%
27	O=C(CSc1nccn1-c1ccc(Cl)cc1)Nc1ccc2c(c1)OCO2	11.9%	18.7%	1.3%	3.6%	8.9%	-12.6%	-6.1%	-0.5%	-0.1%
28	COc1ccccc1NC(=O)COC(=O)C1CCN(/C=C/C(=O)C(F)(F)F)CC1	-0.3%	4.8%	-2.9%	17.3%	1.6%	2.2%	-5.2%	1.9%	3.0%[50 µM]
29	CCCCn1c(SCC(=O)NCc2ccco2)nnc1-c1ccco1	5.7%	-1.3%	6.6%	17.7%	0.5%	-17.4%	0.0%	37.2%	5.8%
30	CC1=CC2=NCC(O)CN2C=C1 (centres undefined)	2.1%	10.4%	6.9%	1.8%	0.3%	-0.2%	7.2%	3.2%	2.0%

No.	SMILES	Salmonella PhoP GFP	GPR35 antagonists	Rac1 GTP hydrolysis	Large T inhibition	RSV CPE inhibition	GPR55 LPI antagonism	Dengue-2 NS5 capping	HIV fusion peptide	UTI89 phage lysis
31	CSc1ccc(/C=N/NC(=O)c2sccc2C)cc1	-11.5%	-4.3%	2.6%	3.7%	0.3%	5.3%	-7.0%	0.9%	0.3%
32	COc1ccc(S(=O)(=O)N2CCC(O)(c3cccnc3)CC2)cc1OC	-12.7%	-2.2%	1.3%	1.5%	1.8%	2.0%	-9.0%	-0.2%	3.5%
33	Cc1ccc(C)c(N(CC(=O)N2CCc3ccccc3C2)S(C)(=O)=O)c1	·	·	7.9%	4.3%	0.0%	·	3.1%	·	-0.4%
34	NNc1nc(-c2ccccc2)c2cc(Cl)ccc2n1	1.9%	-15.5%	-2.2%	16.7%	3.9%	-11.1%	4.6%	-2.6%	0.4%
35	COc1ccc(-n2c(SCC(=O)Nc3ccc4c(c3)OCO4)nc3ccccc3c2=O)cc1	1.9%	9.3%	-1.8%	1.1%	5.2%	-3.0%	-2.1%	3.8%	-0.6%
36	Cc1ccc(C2CC2c2n[nH]c(=S)n2-c2cccc(Cl)c2)cc1 (centres undefined)	11.5%	10.3%	5.3%	20.6%	2.3%	5.9%	-8.1%	-0.8%	3.8%
37	Nc1cccc(-c2cnc3ccccc3n2)c1	11.0%	6.7%	-0.9%	8.5%	0.8%	-4.8%	1.7%	0.4%	0.1%
38	CCCCC(=O)NS(=O)(=O)c1ccc(NS(C)(=O)=O)cc1	-9.3%	0.9%	2.8%	3.4%	2.1%	10.3%	2.6%	0.3%	4.5%[50 µM]
39	Cc1ncc([N+](=O)[O-])n1CC(O)CCl (centres undefined)	0.9%	5.0%	6.9%	5.0%	0.8%	8.2%	-3.7%	1.8%	-2.7%
40	COc1ccc(C)cc1S(=O)(=O)NCC(c1ccc2c(c1)OCO2)N1CCOCC1 (centres undefined)	6.0%	·	-0.6%	10.1%	-0.2%	·	0.0%	·	0.4%[50 µM]
41	Oc1ccc2ccccc2c1Br	-6.8%	-1.8%	20.3µM*	24.3%	0.1%	-4.8%	-13.4%	-1.4%	-7.8%
42	CC[n+]1ccccc1/C=C1\Sc2ccc(C)cc2N1C	-8.1%	-2.1%	-3.2%	-1.2%	6.0%	-12.3%	-14.9%	-1.9%	0.3%
43	CC(C)(C)C(=O)Nc1cc(NC(=O)C(C)(C)C)cc(C(=O)NNC(=O)c2ccncc2)c1	-2.3%	-12.1%	8.9%	5.3%	1.2%	21.0%	4.0%	-0.6%	0.2%

In the list so far, 6 contain an aryl thioether with sulfur outside any ring:
No.	SMILES	Salmonella PhoP GFP	GPR35 antagonists	Rac1 GTP hydrolysis	Large T inhibition	RSV CPE inhibition	GPR55 LPI antagonism	Dengue-2 NS5 capping	HIV fusion peptide	UTI89 phage lysis
4	COC(=O)c1ccc(CSc2ncnc3sc(C)c(C)c23)o1	-13.4%	-5.9%	13.0%	3.2%	0.4%	19.4%	10.0%	-3.1%	-0.6%
11	CCCCCCSc1nsc(NC(C)=O)n1	-8.1%	-9.4%	12.9%	3.3%	0.2%	-17.3%	-3.2%	1.9%	2.1%
27	O=C(CSc1nccn1-c1ccc(Cl)cc1)Nc1ccc2c(c1)OCO2	11.9%	18.7%	1.3%	3.6%	8.9%	-12.6%	-6.1%	-0.5%	-0.1%
29	CCCCn1c(SCC(=O)NCc2ccco2)nnc1-c1ccco1	5.7%	-1.3%	6.6%	17.7%	0.5%	-17.4%	0.0%	37.2%	5.8%
31	CSc1ccc(/C=N/NC(=O)c2sccc2C)cc1	-11.5%	-4.3%	2.6%	3.7%	0.3%	5.3%	-7.0%	0.9%	0.3%
35	COc1ccc(-n2c(SCC(=O)Nc3ccc4c(c3)OCO4)nc3ccccc3c2=O)cc1	1.9%	9.3%	-1.8%	1.1%	5.2%	-3.0%	-2.1%	3.8%	-0.6%
